LDHA block: LDHA (human) enzyme inhibition. actives 0.15% (n = 480,000). P00338. purified LDHA, NADH/diaphorase-resazurin fluorescence; hits give low values. activity change, % (values are at about 110 or 230 µM); in the data active = activity change below about -30%; inconclusive = mostly about -25% to -30%;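 note: plate controls were DMSO wells for no effect and wells without enzyme for full effect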
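Enzyme activity of human lactate dehydrogenase 5 (2 nM; 0.06 mM NADH, 0.2 mM pyruvate, 5 min, RT) is measured via a resazurin/diaphorase fluorescence readout of residual NADH.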
The depositor's hits bear a star; ? = inconclusive.

SMILES	LDHA block
c1nc(Sc2ccc3c(c2)OCCCO3)c2ccsc2n1	-0.2
CC(=O)c1ccc(N2CCN(C(=O)c3csc(-c4ccc(Cl)cc4)n3)CC2)cc1	-7.3
COc1cc2c(cc1/C=C(/C#N)c1ccccn1)OC(C)C2 (configuration not stated)	9.4
CC(Sc1ncnc2nc[nH]c12)C(=O)NCCc1ccc(Cl)cc1 (configuration not stated)	-3.2
O=C(O)CNC(=O)c1cc(-c2ccccc2)nc2ccccc12	-17.5
O=C(NCc1cccs1)c1cc(-c2cccnc2)nc2ccccc12	-4.4
COc1ccccc1C(=O)Nc1ccc2oc(-c3ccccc3F)cc(=O)c2c1	-3.9
Cc1oc(-c2cccs2)nc1CC(=O)Nc1ccccc1Cc1ccccc1	-3.5
Cc1ccc2nc(N3CCN(C(=O)CC4(CC(=O)O)CCCC4)CC3)nc(-c3ccccc3)c2c1	2.9
COC(=O)C1(NC(=O)c2ccc(Cl)c(Cl)c2)CCCCC1	-6.6
C=CCN(CCC(=O)NC(N)=O)Cc1ccccc1	11.2
CC(O)CNS(=O)(=O)c1cc(Cl)c(Cl)cc1Cl (configuration not stated)	-0.2
CCCCNc1nc(-c2ccc(Cl)cc2Cl)cs1	7.7
CNC(=S)N/N=C/c1cccc([N+](=O)[O-])c1	-1.7
CC1(C)Cc2c(sc3c2c2nc(Cc4ccccc4)nn2c(=O)n3CC(N)=O)CO1	3.6
COCCn1cnc2c1c(=O)n(CC(=O)Nc1ccc(F)cc1F)c(=O)n2Cc1ccccc1	5.8
CCn1c(C(=O)NCCc2ccco2)cc2cc(S(=O)(=O)N(C)C)ccc21	5.6
Cc1cc(O)c2c(C)c(CC(=O)NCCCn3ccnc3)c(=O)oc2c1	8.7
O=C(CCCc1nc2ccccc2s1)NC1CCCC1	9.1
N#Cc1ccc(OCc2nc(-c3ccc(Br)o3)no2)cc1	-0.2
CCOc1ccc(C(=O)Nc2cccc3ncccc23)cc1	15.6
COC(=O)c1cc(-c2cc(OC)c(OC)c(OC)c2)nc2ccccc12	8.3
COc1cccc(OS(=O)(=O)c2ccc3c(c2)CCCC3)c1	2.7
COC(=O)c1c(Cl)c(C)nc2onc(C)c12	4.6
Cc1ccc(NC(=O)CN2C(=O)N/C(=C\c3cccn3-c3cccc(-c4nn[nH]n4)c3)C2=O)cc1	?
CCCCc1cc(=O)oc2cc(OC(C)C(=O)NCCCO)ccc12 (configuration not stated)	-7.2
CCCCCCNc1nc2c(c(=O)[nH]c(=O)n2C)n1CCCc1ccccc1	?
CCCN1C(C(C)=O)=C(OC(=O)c2ccccc2)c2ccccc2S1(=O)=O	1.1
c1ccc(N2CCN(c3ncnc4nc[nH]c34)CC2)cc1	-5.3
O=C(Nc1nnc(SCc2ccccc2)s1)c1cc(=O)c2ccccc2o1	1.6
C=C(C)COc1ccc2c(C)c(CCC(=O)NCc3ccc(S(N)(=O)=O)cc3)c(=O)oc2c1	-0.2
CCc1cc(=O)oc2cc(OCC(=O)Nc3cc(C)on3)ccc12	1.6
O=C(CS(=O)(=O)Cc1ccccc1)Nc1ccc(F)cc1	8.5
O=C(Nc1cccc2cccnc12)NC1CCCCCC1	0.4
OCCCNC(=S)Nc1ccccc1F	-2.2
CSc1ccc(/C=C(/C#N)C(=O)NC2CCCC2)cc1	0.3
O=c1[nH]c(Nc2ccccc2)nc2nccc(-c3cccs3)c12	6.3
Cc1cc2c(s1)CCc1cc(C(=O)NC3CCCCC3)sc1-2	10.6
Cc1ccc(-c2nn(C)c(=O)c3ccccc23)cc1CNC(=O)c1ccc(Cl)cc1	-3.2
Cc1nnc2sc(-c3cccc(NC(=O)C(C)(C)C)c3)nn12	-11.4
O=[N+]([O-])c1ccccc1/C=N/Nc1ccc(S(=O)(=O)Nc2ccc(Cl)cc2)cc1[N+](=O)[O-]	2.2
Cc1cccc(C(=O)NC(c2cccnc2)c2ccc(C)c(C)c2)c1 (configuration not stated)	-1.3
COc1cc(/C=C(/C#N)C(=O)c2c[nH]c3cccc(C)c23)cc(OC)c1	-1.7
O=C(NC1CC1)c1cc2sccc2n1Cc1ccccc1Cl	1.1
Cc1ccc(C)c(NC(=O)CN(C)C(=O)COc2cccc(F)c2)c1	-5.5
CCOc1ccc(OCC(=O)NCCN2CCN(S(=O)(=O)c3ccc(C)cc3)CC2)cc1	-8.8
FC(F)Oc1ccc(C2CC(c3ccc(Br)cc3)n3nnnc3N2)cc1 (configuration not stated)	9.9
Cc1ccc2nc(C)c(C(=O)N3CCN(S(=O)(=O)c4ccc(F)cc4)CC3)cc2c1	22.1
Nc1nc(Cl)nc(Nc2cccc(F)c2)c1[N+](=O)[O-]	-3.7
COc1cc(/C=C(/C#N)C(=O)Nc2ccccc2C(F)(F)F)ccc1OCc1ccc(F)cc1	2.0
O=C(COCc1cc(-c2ccc(F)cc2)on1)Nc1ccc2c(c1)OCCO2	0.8
CC1CCN(c2oc(-c3ccc([N+](=O)[O-])cc3)nc2C#N)CC1	-0.8
Cn1c(CN2CCN(c3ccccc3NC(=O)Nc3ccccc3)CC2)nc2ccccc21	1.6
CC(C)CN1CCn2c(nc3cc(C(=O)NC(C)C)ccc32)C1	5.9
CC(C)(C)c1ccc(C(=O)Nc2ccccc2F)cc1	0.1
CNc1nc(-c2ccc3c(c2)OCCCO3)cs1	3.0
CC(C)S(=O)(=O)NCC1CCCN(C(=O)c2ccc3ccccc3n2)C1 (configuration not stated)	16.2
COc1ccc(-n2cc(C(=O)Nc3ccc(F)c(F)c3)nn2)cc1	7.8
O=C(NC1CCCC1)C1CCCN(c2ncnc3nc[nH]c23)C1 (configuration not stated)	3.0
CCC1CCC(=NNC(=O)Cc2cccc3ccccc23)CC1 (configuration not stated)	-0.7

Part of the list above, comma-delimited.
smiles,LDHA block
c1nc(Sc2ccc3c(c2)OCCCO3)c2ccsc2n1,-0.2
CC(=O)c1ccc(N2CCN(C(=O)c3csc(-c4ccc(Cl)cc4)n3)CC2)cc1,-7.3
COc1cc2c(cc1/C=C(/C#N)c1ccccn1)OC(C)C2 (configuration not stated),9.4
CC(Sc1ncnc2nc[nH]c12)C(=O)NCCc1ccc(Cl)cc1 (configuration not stated),-3.2
O=C(O)CNC(=O)c1cc(-c2ccccc2)nc2ccccc12,-17.5
O=C(NCc1cccs1)c1cc(-c2cccnc2)nc2ccccc12,-4.4
COc1ccccc1C(=O)Nc1ccc2oc(-c3ccccc3F)cc(=O)c2c1,-3.9
Cc1oc(-c2cccs2)nc1CC(=O)Nc1ccccc1Cc1ccccc1,-3.5
Cc1ccc2nc(N3CCN(C(=O)CC4(CC(=O)O)CCCC4)CC3)nc(-c3ccccc3)c2c1,2.9
COC(=O)C1(NC(=O)c2ccc(Cl)c(Cl)c2)CCCCC1,-6.6
C=CCN(CCC(=O)NC(N)=O)Cc1ccccc1,11.2
CC(O)CNS(=O)(=O)c1cc(Cl)c(Cl)cc1Cl (configuration not stated),-0.2
CCCCNc1nc(-c2ccc(Cl)cc2Cl)cs1,7.7
CNC(=S)N/N=C/c1cccc([N+](=O)[O-])c1,-1.7
CC1(C)Cc2c(sc3c2c2nc(Cc4ccccc4)nn2c(=O)n3CC(N)=O)CO1,3.6
COCCn1cnc2c1c(=O)n(CC(=O)Nc1ccc(F)cc1F)c(=O)n2Cc1ccccc1,5.8

2 entries picked at random from the list so far, as already listed:
SMILES	LDHA block
CNc1nc(-c2ccc3c(c2)OCCCO3)cs1	3.0
CC(C)(C)c1ccc(C(=O)Nc2ccccc2F)cc1	0.1

The listing continues.
SMILES	LDHA block
COc1ccccc1CC(=O)Nc1cccc(C(=O)NC(C)(C)C)c1	3.7
COc1ccc(C(=O)Nc2cc(NC(=O)C(C)C)ccc2C)cc1F	9.0
CCc1ccccc1NC(=O)CNC(=O)c1cc2ccc(F)cc2nc1C	10.2
O=C(Nc1nn[nH]n1)c1ccc(Cl)c(S(=O)(=O)N2CCOCC2)c1	1.9
CC(=O)C1=C(C)OC(=O)C1(NC(=O)c1ccc(C)cc1)C(F)(F)F (configuration not stated)	-3.5
COc1cc(/C=C(\C#N)C(=O)C(C)(C)C)ccc1OCc1c(Cl)cccc1Cl	-0.7
CC1CCC(Nc2ccnc3cc(Cl)ccc23)CC1 (configuration not stated)	4.0
Cc1ccc(C(=O)NC(Nc2ccccc2F)C(=O)c2ccccc2)cc1 (configuration not stated)	-0.4
Cn1cnc2c(oc3nc(C4CCCCC4)c4c(c32)CCC4)c1=O	5.7
C=CCOc1cccc(CNCC)c1	-2.6
Cc1ccc(-c2nc3n(n2)C(CC(=O)Nc2ccc(C)cc2C)C(=O)N3)cc1 (configuration not stated)	1.9
CCCCn1nc(C(=O)Nc2ccc(OCC(=O)N(C)C)cc2)c2ccccc2c1=O	2.1
CN(CC(=O)NC(=O)NC1CCCCC1)C(c1ccccc1)c1ccccc1	-2.2
COc1cccc(C(=O)/C(=C/c2ccccn2)c2nc3ccccc3o2)c1	-11.9
Cc1cc(NC(=O)COc2ccc(F)cc2F)n(C)n1	-1.3
CC(C)C(=O)N1CCC(NC(=O)CCn2ccc3ccccc32)CC1	9.5
O=C(NC1CCCc2ccccc21)C1CC1 (configuration not stated)	1.1
CCCC(C)NC(=O)C1CCN(C(=O)C(C)(C)C)CC1 (configuration not stated)	0.5
CCn1c(-n2nc(C)cc2C)nc2c1c(=O)n(Cc1c(F)cccc1Cl)c(=O)n2C	-3.6
Cc1ccc(C)c(Cn2c(N3CCN(CC(C)C)CC3)nc3c2c(=O)[nH]c(=O)n3C)c1	-6.8
COc1cc(C=O)c(Br)cc1OC(C)C	-10.8
Cc1ccc(C(=O)N2CCN(C(c3ccc(F)cc3)c3ccc(F)cc3)CC2)o1	4.1
CCCn1nnnc1CN1CCCC1c1ccc2c(c1)OCCO2 (configuration not stated)	-0.2
CC(C)(C)CC(=O)Nc1cccc(C(=O)O)c1	-5.7
Cc1nc2ccccc2c(C)c1CC(=O)NCCCc1[nH]nc(N)c1C#N	-1.9
CC(C)c1ccc(OCC(=O)Nc2ccc(C(=O)N(C)C)cc2)cc1	13.1
Cc1cnc2c(S(=O)(=O)N(C)CC(=O)Nc3c(C)cccc3C)cccc2c1	0.4
c1ccc(Oc2ncnc3scc(-c4ccccc4)c23)cc1	2.8
CCCN(CCC)CCNC(=O)COCc1cc(-c2cccs2)on1	1.7
COc1ccc(CN(C)C(=O)COc2cccc(-c3nc(-c4ccc(OC)cc4)no3)c2)cc1	2.3
COC(=O)c1cccc(C(=O)NCC2CCCCC2)c1	4.3
CC(C)Cn1cnc2c1c(=O)n(CC(=O)N1CCc3ccccc31)c(=O)n2Cc1ccccc1	-13.0
CCCCCOc1ccc(C(=O)O)cc1	3.3
Cc1ccc(C(=O)N(CC#N)C2CC2)s1	-11.8
CCOc1cc(C2CC(=O)NC(SCC(=O)OC)=C2C#N)ccc1O (configuration not stated)	0.0
CCC(Sc1ccc(Cl)cc1)C(=O)O (configuration not stated)	4.5
O=C1CN(c2nc(-c3ccncc3)nc3ccccc23)CCN1	12.4
Cc1cnc2c(S(=O)(=O)N3CCN(CC(C)C)CC3)cccc2c1	-1.2
C=CCNC(=O)NC(=O)CN(CC1CCOC1)C1CC1 (configuration not stated)	-0.1
COc1cccc(OC)c1C(=O)OCC(=O)c1ccc(Cl)cc1	-15.9
CC(C)Cn1nc(C(=O)OCC(N)=O)c2ccccc2c1=O	1.4
CC(C)NC(=O)NC(=O)CN(C)C(C)C(C)(C)C (configuration not stated)	-9.4
O=C(NC(=S)NNC(=O)[C@H]1C[C@@H]1c1ccccc1)c1ccc(-c2ccccc2)cc1	-5.1
CCOC(=O)N1CCN(C(=O)CN(c2ccc(F)cc2)S(C)(=O)=O)CC1	13.4
Cc1ccc(C)c(C(=O)C(C)n2cnc3c2c(=O)n(C)c(=O)n3C)c1 (configuration not stated)	-5.1
Cc1nnc(NC(=O)c2csc(NC3CC3)n2)s1	12.9
CCC(C)(C(=O)NC1CCCC1)N(Cc1cccs1)C(=O)CNC(=O)c1ccccc1 (configuration not stated)	-1.0
O=C(Nc1ccc2c(c1)OCCO2)c1cc2c(s1)-c1ccc(Cl)cc1S(=O)(=O)C2	-3.5
Nc1nccnc1C(=O)NCc1ccc(Cl)s1	1.7
NC(=O)c1ccc(COC(=O)c2c(F)cccc2F)cc1	-1.2
C/C(=N\NC(=O)c1cccc(Br)c1)C(C)C	3.9
CCCN1CCN(c2cccc(Nc3nn4c(=O)c5ccccc5nc4s3)c2)CC1	4.6
C#CCOc1c(Cl)cc(/C=C/C(=O)c2ccc(OCC(=O)O)cc2)cc1OC	-2.0
CCCOc1cccc(-c2cc(C(=O)OC)c3ccccc3n2)c1	1.3
O=C(CCC1CCCC1)NCCNC(=O)CCC1CCCC1	-6.7
O=C1CC(c2ccccc2O)Cc2c1cnn2-c1nc2ccccc2[nH]1 (configuration not stated)	1.1
COc1ccc(-c2nc3cc(NC(=O)CC(C)C)ccc3o2)cc1Cl	4.9
Cc1ccc(C)c(Cn2c(N3CCN(C/C=C/c4ccccc4)CC3)nc3c2c(=O)[nH]c(=O)n3C)c1	-8.2
CNc1c(NC(=O)NCCc2ccccc2)c(=O)oc2ccccc12	0.4
O=C(NCCNC(=O)c1cc(-c2ccccc2)nc2ccccc12)c1ccco1	1.9
The list goes on.
SMILES	LDHA block
Oc1ccc(/C=C/c2nc3ccccc3s2)cc1	-4.7
COc1ccc2c(=O)c(Oc3ccc(C)cc3)c(C(F)(F)F)oc2c1	8.8
Cn1nc(C(=O)OCCOc2ccccc2)c2ccccc2c1=O	8.9
CC(Oc1ccc(Cl)cc1Cl)C(=O)Nc1ccnn1C(C)C (configuration not stated)	1.6
Cc1onc(-c2ccccc2)c1-c1nnc(CN2CCN(CC(=O)N3CCOCC3)CC2)o1	4.1
COc1nc2ccccc2nc1N1CCC(C(=O)NCc2cccc(C)c2)CC1	5.8
O=C1/C(=C/c2cccc3ccccc23)Cc2ccccc21	4.1
Cc1ccccc1-n1c(C)c(C)n2c3c(=O)[nH]c(=O)n(C)c3nc12	1.8
Cc1nc2nc[nH]n2c(=O)c1NC(=O)Nc1cccc(C(F)(F)F)c1	7.6
CCc1ccc(-c2cc(C(F)(F)F)on2)cc1S(=O)(=O)NCc1ccc(OC)cc1	-17.2

Assay outcomes as filed in PubChem BioAssay.

A portion of the library; rates above refer to the full screens.
